Mm-Cpn inhibitor: inhibitors of Methanococcus maripaludis chaperonin (MmCpn); purified Mm-Cpn ATPase, ADP Transcreener TR-FRET; Potency, µM (top dose mostly 76.9 µM), for inactives: at the highest dose activity, negative = inhibition, most hits filed as inhibitors; 0.031% of 330,000 active; AID 504842; further: potency means the concentration at half of the fitted maximal effect; on the % scale 0 is the no-effect control and ±100 the full control effect; nearly all actives have a fitted effect of over 80% in size
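Reaction buffer contained 30 mM Tris pH 7.4, 100 mM KCl, 5 mM MgCl2 and 1 mM DTT. Mm-CPN (25 nM final) hydrolysed 10 uM ATP over 30 min at 37°C; ADP was read by HTRF.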
HEK293 tox: cytotoxicity counter-screen for GLP-1 receptor inverse agonists; HEK293 cAMP-luciferase reporter cells, luminescence, 24 h; Potency, µM (series often up to 38.3 µM), without a hit: at the top dose activity change, negative = inhibition, hits mostly inhibitors; 0.13% of 410,000 active; AID 624418;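 further: loss of luciferase light is scored as toxicity; potency means the concentration at half of the fitted maximal effect; on the % scale 0 is the no-effect control and ±100 the full control effect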
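Cells in DMEM/10% Nu serum/1% pen-strep, 1536-well format. Pre-incubated 12 h, dosed with 23 nL compound, incubated a further 24 h. Luciferase detection, 12 min at room temp, luminescence.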
aSyn rescue: rescues yeast growth from alpha-synuclein toxicity | Yeast expressing alpha-synuclein, growth rescue, BacTiter-Glo, 24 h | Potency, µM (highest dose often 46.1 µM), for inactives: at the top dose growth rescue (activation), most hits filed as activators | 0.14% of 370,000 active | AID 652106; further: potency means the concentration at half of the fitted maximal effect; % of control where 0% means no effect; nearly all actives have a fitted effect of over 65% in size
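Screening used galactose-induced yeast with toxic alpha-synuclein levels, exposed to compound for 24 hr at 30 deg C. Cell growth, read with BacTiter-Glo luminescence, gave the measured signal.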
pAkt inh: inhibitors of Akt phosphorylation. Neuro2A IGF-stimulated pAkt S473 HTRF, 20 min; hits give low values. activity change, % for hits at 50 µM. 0.32% of 360,000 active. AID 651550; in the data active means activity change below about -80%; inconclusive means mostly about -51% to -80%; further: on the % scale 0 is the no-effect control and ±100 the full control effect
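Neuro2A cells in DMEM with 0.5% FBS, overnight at 37 deg C, given compound at single 50 µM final, then IGF (6 nM final) for 20 min at 37 deg C. Lysed; phospho-Akt Ser473 by HTRF after 24 h, 665/615 ratio.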
GLP1R inv ag: acts as inverse agonist at human GLP-1 receptor; P43220; HEK293 GLP-1R CRE-luciferase, luminescence, 24 h; GLP-1R form is constitutively active; Potency, µM (series often up to 38.3 µM), inactives show at the top dose activity change, negative = inhibition, usual class: inhibitors; 1.6% of 410,000 active; further: potency means the concentration at half of the fitted maximal effect; on the % scale 0 is the no-effect control and ±100 the full control effect; nearly all actives have a fitted effect of over 55% in size
Target sequence (P43220 whole entry, looked up): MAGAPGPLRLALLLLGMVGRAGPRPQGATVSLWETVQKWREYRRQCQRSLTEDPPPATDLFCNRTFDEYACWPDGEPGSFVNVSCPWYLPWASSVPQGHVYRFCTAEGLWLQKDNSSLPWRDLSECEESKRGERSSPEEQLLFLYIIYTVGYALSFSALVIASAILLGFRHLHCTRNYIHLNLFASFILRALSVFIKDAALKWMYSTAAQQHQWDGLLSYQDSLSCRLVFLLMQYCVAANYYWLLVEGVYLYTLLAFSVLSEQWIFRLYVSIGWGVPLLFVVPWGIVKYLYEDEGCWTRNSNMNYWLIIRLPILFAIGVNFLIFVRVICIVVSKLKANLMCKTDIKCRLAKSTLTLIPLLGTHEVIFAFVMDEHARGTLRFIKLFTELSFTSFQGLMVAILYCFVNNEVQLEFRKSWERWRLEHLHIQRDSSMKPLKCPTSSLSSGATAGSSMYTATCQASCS
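Inverse agonists were sought by their lowering of basal cAMP reporter luciferase output in HEK293 cells stably carrying constitutively active human GLP-1R, after 24 h compound treatment.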
Abeta yeast res: A-beta toxicity reversal in yeast. yeast expressing A-beta42, growth rescue, OD600, 48 h; response scale: 0% DMSO, 100% iron-clioquinol control. Potency, µM (highest dose often 46.1 µM), for the others: top-dose growth rescue, most hits filed as activators. 0.063% of 410,000 active. AID 1347071; further: potency means the concentration at half of the fitted maximal effect; nearly all actives have a fitted effect of over 55% in size
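Growth rescue measured by 600 nm absorbance after 48 h yeast culture at 30 C with compound. Values normalized between DMSO and an equimolar ferric chloride plus clioquinol control.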
FUS yeast rescue: suppressors of FUS proteinopathy in yeast. AID 1347120. Potency, µM (titrated, usually from 76.6 µM), inactives show at the top dose growth rescue (activation), usual class: activators. 0.24% of 390,000 active. S. cerevisiae FUS-expressing, growth rescue, OD600, 24 h;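 further: potency means the concentration at half of the fitted maximal effect; plate controls were DMSO vehicle for no effect and reference control for full effect; nearly all actives have a fitted effect of over 55% in size; some results filed as inactive show a strong effect at the top dose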
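S. cerevisiae expressing FUS from galactose induction served as the toxicity model. Growth after 24hr at 30C, read as absorbance at 600 nm, indicates suppression of toxicity; compounds dosed at several concentrations.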
PTHR1 agonist: agonists of human PTHR1 parathyroid hormone receptor; Q03431; HEK293 GP2 PTHR1 cells, GloSensor cAMP luminescence, 1 h; Potency, µM (highest dose often 115 µM), for inactives: at the top dose activation, actives largely listed as activators; 0.075% of 410,000 active; further: potency means the concentration at half of the fitted maximal effect; nearly all actives have a fitted effect of over 55% in size; some results filed as inactive show a strong effect at the top dose; inactives centre near -15; many of its hits are not listed in these tables
Target sequence (Q03431 whole entry, looked up): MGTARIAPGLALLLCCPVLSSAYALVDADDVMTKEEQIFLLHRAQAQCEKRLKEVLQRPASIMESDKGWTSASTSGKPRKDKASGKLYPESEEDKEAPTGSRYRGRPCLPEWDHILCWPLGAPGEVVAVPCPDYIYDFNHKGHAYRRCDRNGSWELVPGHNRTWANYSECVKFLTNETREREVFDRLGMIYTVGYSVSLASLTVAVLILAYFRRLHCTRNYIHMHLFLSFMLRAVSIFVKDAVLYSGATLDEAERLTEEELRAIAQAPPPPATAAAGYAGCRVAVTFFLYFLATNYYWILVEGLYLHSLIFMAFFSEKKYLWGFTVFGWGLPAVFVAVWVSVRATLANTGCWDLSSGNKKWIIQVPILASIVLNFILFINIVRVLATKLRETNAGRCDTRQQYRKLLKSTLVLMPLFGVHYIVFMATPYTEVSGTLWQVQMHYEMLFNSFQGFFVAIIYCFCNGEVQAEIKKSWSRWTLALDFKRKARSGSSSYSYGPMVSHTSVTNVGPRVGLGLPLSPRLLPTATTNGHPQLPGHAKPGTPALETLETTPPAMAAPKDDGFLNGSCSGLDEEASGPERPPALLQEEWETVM
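HEK-293-derived GP2 cells expressing PTHR1 and a GloSensor cAMP reporter, 3,000/well, plated overnight, given luciferin plus IBMX (each 0.5 mM as added) for 1 h at 37 °C, then compound for 1 h at 37 °C. Luminescence was read after 15 min at room temperature.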
TDP43 rescue: TDP-43 toxicity inhibition in yeast. 1.8% of 410,000 active. Potency, µM (highest dose often 46.1 µM), for the others: at the highest dose growth rescue (activation), hits mostly activators. TDP-43 expressing yeast growth rescue, BacTiter-Glo, 24 h; further: potency means the concentration at half of the fitted maximal effect; % of control where 0% means no effect; nearly all actives have a fitted effect of over 50% in size
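Yeast expressing TDP-43 (pregrown in raffinose, seeded at OD600=0.02 in galactose medium) exposed to compounds 24 hr at 30 deg C. Growth read by BacTiter-Glo luminescence; rescue of toxicity appears as increased signal.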
* = called active by the depositor; i = inactive; ? = inconclusive; . = not tested or not shown; [ ] = remark or other dose. Unless noted, the call rests on the fitted dose curve; in most records, active means well fitted curve in the direction sought with a large enough effect; inconclusive means small, poorly fitted or top-dose-only effect, or another doubt; inactive means no such curve, though single readings can be large; an effect the other way counts as inactive or inconclusive. An excerpt, so the mix of outcomes need not match the whole.

Sample of the layout, nine compounds:
SMILES	Mm-Cpn inhibitor	HEK293 tox	aSyn rescue	pAkt inh	GLP1R inv ag	Abeta yeast res	FUS yeast rescue	PTHR1 agonist	TDP43 rescue
COc1ccc(F)cc1S(=O)(=O)NCC(=O)NCc1cc(=O)n(C)c(=O)n1C	0%	1%	4%	i	7%	11%	5%	6%	6%
CCOC(=O)c1c(C)[nH]c(CCC(=O)NCc2ccccc2Cl)c1C	.	4%	.	.	-5%	-3%	0%	i	26%
O=C(NNC(=O)c1ccc([N+](=O)[O-])o1)c1ccccc1	-1%	-27%	-8%	i	53%[activator]	-5%	16%	-9%	7%
CN(C)c1ccc(Nc2cc(Cl)ncn2)cc1	-6%	3%	1%	i	40%[activator]	-6%	-7%	-14%	8%
Cc1cc(NC(=O)CSc2nnc(-c3ccccc3F)n2C)no1	0%	3%	0%	i	6%	5%	16%	-5%	0%
CCCN(CCC)C1CC(=O)N(Cc2ccccc2)C1=O (stereo not drawn)	-2%	-6%	-28%	i	-24%	-81%[inhibitor]	-8%	-31%[57.5 µM]	-4%
CN(Cc1ccsc1)C(=O)CCc1nnc(Cc2c[nH]c3ccccc23)o1	-8%	-5%	1%	i	13%	-1%	21%	i	-2%
[O-]/C(=C(\C(=S)Nc1ccc(SC(F)F)cc1)[n+]1cccc(CO)c1)c1ccc(Cl)s1	1%	?	13%	i	5µM*	0%	-4%	-10%	29%
COc1ccccc1Oc1ccccc1[N+](=O)[O-]	-1%	8%	0%	i	-27%	12%	10%	-25%	21%

This part in full, from the first entry:
SMILES	Mm-Cpn inhibitor	HEK293 tox	aSyn rescue	pAkt inh	GLP1R inv ag	Abeta yeast res	FUS yeast rescue	PTHR1 agonist	TDP43 rescue
COc1ccc(F)cc1S(=O)(=O)NCC(=O)NCc1cc(=O)n(C)c(=O)n1C	0%	1%	4%	i	7%	11%	5%	6%	6%
CCOC(=O)c1c(C)[nH]c(CCC(=O)NCc2ccccc2Cl)c1C	.	4%	.	.	-5%	-3%	0%	i	26%
O=C(NNC(=O)c1ccc([N+](=O)[O-])o1)c1ccccc1	-1%	-27%	-8%	i	53%[activator]	-5%	16%	-9%	7%
CN(C)c1ccc(Nc2cc(Cl)ncn2)cc1	-6%	3%	1%	i	40%[activator]	-6%	-7%	-14%	8%
Cc1cc(NC(=O)CSc2nnc(-c3ccccc3F)n2C)no1	0%	3%	0%	i	6%	5%	16%	-5%	0%
CCCN(CCC)C1CC(=O)N(Cc2ccccc2)C1=O (stereo not drawn)	-2%	-6%	-28%	i	-24%	-81%[inhibitor]	-8%	-31%[57.5 µM]	-4%
CN(Cc1ccsc1)C(=O)CCc1nnc(Cc2c[nH]c3ccccc23)o1	-8%	-5%	1%	i	13%	-1%	21%	i	-2%
[O-]/C(=C(\C(=S)Nc1ccc(SC(F)F)cc1)[n+]1cccc(CO)c1)c1ccc(Cl)s1	1%	?	13%	i	5µM*	0%	-4%	-10%	29%
COc1ccccc1Oc1ccccc1[N+](=O)[O-]	-1%	8%	0%	i	-27%	12%	10%	-25%	21%
COc1ccc(NS(=O)(=O)c2ccc(N3CCOCC3)c(NC(=O)c3ccco3)c2)cc1	1%	15%	-1%	i	3%	-14%	14%	-20%	-24%[9.22 µM]
O=C(c1ccccc1F)N(Cc1ccccc1)C1CCS(=O)(=O)C1 (stereo not drawn)	2%	18%	2%	i	19%	-12%	8%	i	-4%
Cc1ccc2c(CSc3nnnn3C)cc(=O)oc2c1	-14%	-5%	1%	i	5%	-2%	-9%	i	7%
OCC1CCCN(Cc2ccc(-c3ccccc3)cc2)C1 (stereo not drawn)	-1%	5%	-8%	i	0%	1%	-3%	i	-23%
Clc1ccc(N=C2SCCS2)cc1	2%	-2%	-4%	i	-5%	3%	-5%	-28%	15%
O=NN(Cc1cccnc1)C(=O)NC1CCCCC1	.	2%	-7%	i	6%	-14%	-20%	-19%	20%
CCOc1ccc(NC(=O)c2cnn3c2NC(C)=C(C(=O)Nc2ccc(Cl)cc2)C3c2ccc(OC)c(OC)c2)cc1 (stereo not drawn)	.	0%	.	.	-1%	3%	-2%	-28%	?
CN1CCN(CC#CCC2(O)c3ccccc3-c3ccccc32)CC1	-1%	0%	-1%	i	11%	-3%	-6%	-18%	4%
CCN(CC(=O)Nc1c(F)cccc1F)C(=O)c1ccccc1F	-1%	14%	0%	i	11%	2%	-33%	i	18%
Cc1nc(Sc2ccc(Cl)cc2)c(C#N)c(C)c1[N+](=O)[O-]	-1%	0%	-16%	i	?	-18%	-4%	-5%	?
CCc1c(O)nc(SCC(N)=O)n(-c2ccccc2F)c1=O	3%	8%	-1%	i	6%	-6%	10%	i	-11%
COc1ccc(N2CCN(C(=O)CCc3ccccc3OC)CC2)cc1	0%	1%	6%	i	-11%	-7%	-9%	i	18%
O=C(Cc1ccc(Cl)cc1)NC(=S)Nc1ccccc1O	1%	3%	0%	i	-17%	-5%	-5%	-39%[inhibitor]	8%
CN(C)CCN(Cc1ccco1)S(=O)(=O)c1ccc(-c2ccc(=O)[nH]n2)s1	1%	9%	8%	i	76%[activator]	13%	0%	i	2%
COc1ccc(CC(=O)NCC2CCCN(Cc3cccc(SC)c3)C2)cc1 (stereo not drawn)	0%	2%	-4%	i	-3%	7%	-10%	i	-16%
O=c1c2ccccc2nc(-c2cccs2)n1-c1ccc2ccccc2c1	?	?	-6%	i	0%	8%	.	-6%	14%

Part of the list above, reduced to PTHR1 agonist.
molecule,PTHR1 agonist
COc1ccc(CC(=O)NCC2CCCN(Cc3cccc(SC)c3)C2)cc1 (stereo not drawn),i
COc1ccc(F)cc1S(=O)(=O)NCC(=O)NCc1cc(=O)n(C)c(=O)n1C,6%

Next section:
SMILES	Mm-Cpn inhibitor	HEK293 tox	aSyn rescue	pAkt inh	GLP1R inv ag	Abeta yeast res	FUS yeast rescue	PTHR1 agonist	TDP43 rescue
COc1ccc(C(=O)COC(=O)c2cc(C)no2)c(OC)c1	3%	10%	8%	i	0%	19%	-2%	-24%	?
CCOC(=O)c1cc(C)n(CC2CCC(C(=O)Nc3cccc(C)c3)CC2)c1C (stereo not drawn)	.	-13%	.	.	?	4%	?	-28%	14%
COC(=O)CCC(=O)N1CCC(CCC(=O)NCc2ccc(F)cc2)CC1	2%	2%	3%	i	-10%	2%	-6%	i	19%
Cc1ccc(-n2ncc3c(NCc4ccccn4)ncnc32)c(C)c1	-9%	-10%	-9%	i	15%	13%	18%	-7%[57.5 µM]	14%
Oc1ccc(C[C@@H]2CNCCN2CCCCC2CCCCC2)cc1	0%	?	-3%	i	?	-12%	-21%	-10%	-4%
Cc1cccn2c(=O)c3cc(C#N)c(=N)n(CCCN4CCOCC4)c3nc12	.	99%[activator]	-8%	i	43%[activator]	-7%	.	i	-8%
C/C(=N/NC(=O)CNC(=O)/C=C/c1ccccc1)c1ccco1	0%	-2%	2%	.	27%	-8%	-20%	i	10%
COC(=O)c1ccc2nc3c(cc2c1)[C@@H]1CCN2C(=O)CCC[C@H](C3)[C@H]12	.	3%	-1%	i	17%	-4%	4%	-15%	17%
O=C(CSc1nnc(-c2cccnc2)o1)Nc1cccc(F)c1	1%	-1%	8%	i	45%[activator]	-5%	-6%	i	17%
COc1ccc(C2CC(=O)N(Cc3ccc(F)cc3)c3ccccc3S2)cc1OC (stereo not drawn)	.	3%	5%	.	16%	6%	-12%	-29%	?
CC(C)NC(=O)N(C)C[C@H]1OCCCC[C@H](C)Oc2ccc(NS(=O)(=O)c3ccccc3)cc2C(=O)N([C@H](C)CO)C[C@H]1C	.	-1%	0%	i	18%	-10%	-31%	i	0%
C=CCN1C(=O)c2ccc(C(=O)N(C)CC(=O)Nc3ccccc3Cl)cc2C1=O	3%	6%	1%	i	0%	-5%	16%	-40%[inhibitor]	-6%
COc1ccc2nc(-n3c(O)c(C4=c5ccccc5=NC4=O)[nH]c3=S)sc2c1	0%	?	-12%	i	-7%	-32%[inhibitor]	41%	i	-37%[inhibitor]
O=C(Nc1ccccc1)c1cccc(NC(=O)c2ccco2)c1	.	-7%	-4%	i	-2%	4%	7%	i	-6%[1.82 µM]
C=CCn1c(=O)c(C(=O)NCc2ccc3c(c2)OCO3)c(O)c2cc(OC)c(OC)cc21	-6%	-2%	1%	i	15%	5%	-19%	-21%	-3%
CN(C)c1ccc(-c2ccnc3c2CC(C)(C(=O)NCCc2ccccc2)O3)cc1 (stereo not drawn)	.	-4%	8%	i	?	-8%	27%	i	24%
CCN(c1ccc(NC(=O)CSCc2c(C)noc2C)cc1)C(C)C	-1%	4%	-8%	i	?	-15%	0%	-11%	12%
COc1ccc(C2N3CC4(C)CN2CC(C)(C3)C4O)cc1 (stereo not drawn)	0%	-3%	-9%	i	-6%	-4%	-24%	i	1%
CCN1C(=O)/C(=C2\SC(=S)N(CCCOC)C2=O)c2ccccc21	-2%	-3%	6%	i	4%	5%	-31%	i	2%
O=C(NCCc1ccc(Cl)cc1)c1cc2ccccn2n1	1%	-10%	6%	i	?	-4%	1%	-22%	?
O=C(CCCCCNC(=S)Nc1ccc(Cl)cc1)C[N+](=O)[O-]	-4%	7%	0%	i	-10%	4%	17%	i	-1%
